# pAkt inh = HTS Assay for Inhibitors of Akt Phophorylation: Primary Screen | Neuro2A IGF-stimulated pAkt S473 HTRF, 20 min; active compounds read low | activity change, % for hits at 50 µM | 360,000 compounds, 0.32% hits; in the data active means activity change below about -80%; inconclusive means mostly about -51% to -80%; further: on the % scale 0 is the no-effect control and ±100 the full control effect
#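 Neuro2A cells (4,500/well, DMEM with 0.5% FBS) were treated with compound at a single 50 µM final concentration, stimulated with 6 nM IGF for 20 min at 37 °C, and lysed. Phospho-Akt Ser473 was read by HTRF as 665/615 ratio ×10^4.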
# aSyn rescue = qHTS of alpha-syn Inhibitors | 370,000 compounds, 0.14% hits | AID 652106, 2013 | Potency, µM (titrated, usually from 46.1 µM), for the others: at the highest dose growth rescue (activation), actives largely listed as activators | Yeast expressing alpha-synuclein, growth rescue, BacTiter-Glo, 24 h; further: potency means the concentration at half of the fitted maximal effect; % of control where 0% means no effect; nearly all actives have a fitted effect of over 65% in size
#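 Rescue of yeast growth: cells expressing toxic alpha-synuclein, induced in galactose at OD600 0.02, incubated with compound 24 h at 30 C. ATP luminescence quantified growth; inhibitors of toxicity appear as activators.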
# PTHR1 ag = qHTS for PTHR1 Agonists: Primary Screen; Parathyroid hormone/parathyroid hormone-related peptide receptor (Homo sapiens), Q03431; HEK293 GP2 PTHR1 cells, GloSensor cAMP luminescence, 1 h; Potency, µM (highest dose often 115 µM), inactives show at the top dose activation, actives largely listed as activators; 410,000 compounds, 0.075% hits; further: potency means the concentration at half of the fitted maximal effect; nearly all actives have a fitted effect of over 55% in size; some results filed as inactive show a strong effect at the top dose; inactives centre near -15; many of its hits are not listed in these tables
# Target sequence (Q03431 whole entry, looked up): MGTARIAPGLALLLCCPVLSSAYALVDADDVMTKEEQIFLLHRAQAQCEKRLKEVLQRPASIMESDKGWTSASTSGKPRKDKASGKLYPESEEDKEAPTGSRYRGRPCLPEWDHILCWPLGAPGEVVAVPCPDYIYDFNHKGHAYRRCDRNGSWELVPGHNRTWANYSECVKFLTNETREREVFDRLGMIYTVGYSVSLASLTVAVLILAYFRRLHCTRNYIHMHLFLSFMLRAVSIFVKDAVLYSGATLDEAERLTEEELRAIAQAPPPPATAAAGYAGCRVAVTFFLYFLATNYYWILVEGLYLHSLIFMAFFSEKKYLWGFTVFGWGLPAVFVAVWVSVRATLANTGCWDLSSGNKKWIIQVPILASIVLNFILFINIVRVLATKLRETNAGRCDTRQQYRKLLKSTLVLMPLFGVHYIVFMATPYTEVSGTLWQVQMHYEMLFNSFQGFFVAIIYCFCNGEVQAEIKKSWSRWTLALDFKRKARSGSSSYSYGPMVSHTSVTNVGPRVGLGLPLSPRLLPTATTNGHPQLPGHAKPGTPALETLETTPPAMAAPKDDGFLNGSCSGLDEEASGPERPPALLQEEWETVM
#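 HEK-293-derived GP2 cells expressing PTHR1 and a GloSensor cAMP reporter, 3,000/well, plated overnight, given luciferin plus IBMX (each 0.5 mM as added) for 1 h at 37 °C, then compound for 1 h at 37 °C. Luminescence was read after 15 min at room temperature.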
# Abeta yeast res = qHTS for compounds that reverse cellular toxicity of Amyloid beta (A-beta) peptide in yeast: Primary Screen; yeast expressing A-beta42, growth rescue, OD600, 48 h; response scale: 0% DMSO, 100% iron-clioquinol control; Potency, µM (top dose mostly 46.1 µM), inactives show top-dose growth rescue, most hits filed as activators; 410,000 compounds, 0.063% hits; AID 1347071, 2019; further: potency means the concentration at half of the fitted maximal effect; nearly all actives have a fitted effect of over 55% in size
#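 Yeast growth medium received pinned compounds, then yeast cells expressing toxic A-beta were added; plates incubated at 30 C for 48 hr. Growth read as absorbance at 600 nm, normalized to DMSO and equimolar FeCl3 plus clioquinol controls.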
# TDP-43 yeast inh = qHTS of TDP-43 Inhibitors | Potency, µM (highest dose often 46.1 µM), for the others: top-dose growth rescue (activation), actives largely listed as activators | TDP-43 expressing yeast growth rescue, BacTiter-Glo, 24 h | AID 652104, 2013 | 410,000 compounds, 1.8% hits; further: potency means the concentration at half of the fitted maximal effect; % of control where 0% means no effect; nearly all actives have a fitted effect of over 50% in size
#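 Luminescence from BacTiter-Glo reports growth of TDP-43-expressing yeast after 24 hr at 30 deg C with compound. Cells were raffinose-pregrown to mid-log, then seeded in galactose medium at OD600=0.02.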
# FUS suppressor = qHTS for Suppressors of FUS Proteinopathy: Primary screen using FUS-linked yeast assay; S. cerevisiae FUS-expressing, growth rescue, OD600, 24 h; Potency, µM (highest dose often 76.6 µM), for the others: at the top dose growth rescue (activation), usual class: activators; 390,000 compounds, 0.24% hits; AID 1347120, 2019;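 further: potency means the concentration at half of the fitted maximal effect; plate controls were DMSO vehicle for no effect and reference control for full effect; nearly all actives have a fitted effect of over 55% in size; some results filed as inactive show a strong effect at the top dose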
#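 Yeast expressing FUS under galactose induction, OD 0.005 in 2% galactose medium; compounds in a dilution series, 24 h at 30C. Growth rescue by absorbance at 600 nm; CP55940 positive control, DMSO negative.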
# MmCpn inh = Inhibitors of TCP-1 ring complex (TRiC) of Methanococcus maripaludis (MmCpn): qHTS; Chaperonin Mm-Cpn (Methanococcus maripaludis); purified Mm-Cpn ATPase, ADP Transcreener TR-FRET; 330,000 compounds, 0.031% hits; Potency, µM (top dose mostly 76.9 µM), for inactives: at the highest dose activity, negative = inhibition, usual class: inhibitors; AID 504842, 2011; further: potency means the concentration at half of the fitted maximal effect; on the % scale 0 is the no-effect control and ±100 the full control effect; nearly all actives have a fitted effect of over 80% in size
#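 ATPase turnover read by TR-FRET ADP competition (Eu cryptate antibody/ADP-d2, 665/590 nm): 10uM ATP final, 25nM Mm-CPN final, 30 min 37degC after 10-min compound preincubation, pH 7.4 Tris/KCl/MgCl2/DTT buffer.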
# GLP1R inv ag = qHTS of GLP-1 Receptor Inverse Agonists (Inhibition Mode) | Glucagon-like peptide 1 receptor (Homo sapiens), P43220 | HEK293 GLP-1R CRE-luciferase, luminescence, 24 h; GLP-1R form is constitutively active | Potency, µM (series often up to 38.3 µM), inactives show top-dose activity change, negative = inhibition, hits mostly inhibitors | 410,000 compounds, 1.6% hits | AID 624417, 2012; further: potency means the concentration at half of the fitted maximal effect; on the % scale 0 is the no-effect control and ±100 the full control effect; nearly all actives have a fitted effect of over 55% in size
# Target sequence (P43220 whole entry, looked up): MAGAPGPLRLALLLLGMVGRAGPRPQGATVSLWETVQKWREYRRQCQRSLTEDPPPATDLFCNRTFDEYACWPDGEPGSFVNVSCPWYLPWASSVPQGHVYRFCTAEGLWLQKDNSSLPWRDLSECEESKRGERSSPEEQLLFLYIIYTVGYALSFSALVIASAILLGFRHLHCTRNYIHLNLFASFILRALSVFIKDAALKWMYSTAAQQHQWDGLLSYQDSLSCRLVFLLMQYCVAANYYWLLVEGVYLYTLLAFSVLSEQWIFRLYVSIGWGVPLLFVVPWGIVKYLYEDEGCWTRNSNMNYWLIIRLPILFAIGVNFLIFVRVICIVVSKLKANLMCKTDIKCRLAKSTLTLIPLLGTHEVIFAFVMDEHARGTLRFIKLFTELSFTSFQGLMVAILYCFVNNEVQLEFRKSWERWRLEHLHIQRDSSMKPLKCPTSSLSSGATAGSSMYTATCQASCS
#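 HEK293 cells stably co-expressing constitutively active GLP-1R and a cAMP-responsive luciferase reporter were seeded in DMEM with 10% Nu serum, given compounds after 12 h, and incubated 24 h at 37 deg C. Luminescence was then read.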
# GLP1R cytotox = qHTS of GLP-1 Receptor Inverse Agonists: Cytotox Screen. HEK293 cAMP-luciferase reporter cells, luminescence, 24 h. Potency, µM (titrated, usually from 38.3 µM), without a hit: top-dose activity change, negative = inhibition, actives largely listed as inhibitors. 410,000 compounds, 0.13% hits. AID 624418, 2012;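 further: loss of luciferase light is scored as toxicity; potency means the concentration at half of the fitted maximal effect; on the % scale 0 is the no-effect control and ±100 the full control effect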
#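 To flag toxic compounds, the library was rerun on cells for 24 hr at 37 deg C and 5% CO2. Viability-linked luminescence was captured 12 min after adding luciferase detection reagent.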
# Active calls of the source: *; i = inactive; ? = inconclusive; . = no result given; [ ] = another dose, or the depositor's remark. Unless noted, the call rests on the fitted dose curve; in most records, active means well fitted curve in the direction sought with a large enough effect; inconclusive means small, poorly fitted or top-dose-only effect, or another doubt; inactive means no such curve, though single readings can be large; an effect the other way counts as inactive or inconclusive. The list is partial. The share of hits here may be higher or lower than overall.
[1] COc1ccc(CN2C(=O)C(CC(=O)NCc3ccco3)CC(C(=O)N(C)C)=C2C)cc1 (configuration not stated)
[2] COc1ccc(N2CCN(C(=O)COc3ccc(S(=O)(=O)N4CCOCC4)cc3C)CC2)cc1
[3] CC(C)NS(=O)(=O)c1ccc(OCC(=O)NCc2ccccc2)cc1
[4] COc1ccc(C(=O)NC2CCN(C(=O)Nc3ccc(F)cc3)CC2)cc1
[5] Cc1c(C=O)c2ccccn2c1C(=O)c1cccs1
[6] COc1ccccc1CNc1ccc(-c2nc(-c3ccccc3C)no2)cc1[N+](=O)[O-]
[7] CCOC(=O)c1sc(Nc2ccc(Br)cc2)nc1C
[8] O=C(CN1C(=O)c2ccccc2C1=O)OCC(=O)N1CCc2ccccc2C1
Assay by compound	1	2	3	4	5	6	7	8
pAkt inh	i	i	i	i	i	.	i	i
aSyn rescue	0%	-1%	-1%	-4%	?	.	0%	-2%
PTHR1 ag	-11%	i	-23%[57.5 µM]	-19%	-17%	i	-7%	i
Abeta yeast res	2%	-13%	21%	-5%	-31%[inhibitor]	-18%	14%	-17%
TDP-43 yeast inh	23%	1%	12%	18%	?	3%	16µM*	-8%
FUS suppressor	-5%	18%	10%	-21%	-1%	8%	-17%	?
MmCpn inh	.	0%	1%	1%	-6%	.	-4%	0%
GLP1R inv ag	5%	-9%	3%	1%	27%[7.66 µM]	3%	?	-19%
GLP1R cytotox	-31%	-1%	8%	-9%	-3%[7.66 µM]	3%	-12%	-10%

[9] Cc1cc(C)c(OCC(=O)Nc2cccc(-c3nc4ncccc4o3)c2)c(Br)c1
[10] O=S(=O)(/N=C(/c1ccccc1)N1CCOCC1)c1ccc(F)cc1F
[11] CCc1ccccc1NC(=S)N(CCCN(C)C)Cc1cc2cc3c(cc2[nH]c1=O)OCO3
[12] CCc1ccc(C(=O)c2cc3ccc(O)cc3oc2=O)cc1
[13] CCN(CC)CCOC(=O)c1ccc(NC(=O)CCCN2C(=O)/C(=C/c3cccs3)SC2=S)cc1
[14] CN(CCCN1CCOCC1)C(=O)c1cc(COc2ccc(F)cc2F)on1
[15] O=C(CNC(=O)c1ccccc1F)OCC(=O)N1CCCCC1
[16] COc1cc([N+](=O)[O-])cc(/C=N/NC(=O)c2cc(C)nc3ccccc23)c1O
Assay by compound	9	10	11	12	13	14	15	16
pAkt inh	.	i	i	i	i	i	i	i
aSyn rescue	.	5%	1%	17%	12%	5%	1%	4%
PTHR1 ag	-9%	-22%	i	-22%	6%	i	i	-4%
Abeta yeast res	-19%	2%	-11%	4%	6%	-5%	16%	-41%[inhibitor]
TDP-43 yeast inh	24%	11%	20%	15%	4%	-6%	9%	24%
FUS suppressor	0%	3%	6%	25%	.	-8%	-6%	-5%
MmCpn inh	.	2%	1%	-1%	-1%	2%	0%	-2%
GLP1R inv ag	2%	-2%	?	13%	?	-19%	1%	?
GLP1R cytotox	-2%	-10%	0%	9%	?	3%	-1%	-11%

[17] CN(C)CCCn1c2c(c(SCC(=O)Nc3ccc4c(c3)OCCO4)nc1=O)CCCC2
[18] COc1ccc(NC2=Nc3cccc4cccc2c34)cc1
[19] COc1cc2[nH]c(=S)n(Cc3cccs3)c(=O)c2cc1OC
[20] CCOC(=O)c1cc(-c2ccc(F)cc2)n(CCC(=O)NCc2ccccc2OC)c1C
[21] CC(=O)Nc1ccc(S(=O)(=O)N(C)c2ccc(OCCOc3cccc(C)c3)cc2)cc1
[22] O=C(Nc1ccc(Br)cc1F)c1ccc2c(c1)OCCO2
[23] CCOc1ccccc1N1CCN(Cc2cccc(OC)c2OC)CC1
[24] O=C(NC(=S)N1CCCCCC1)c1cccc([N+](=O)[O-])c1
Assay by compound	17	18	19	20	21	22	23	24
pAkt inh	i	i	i	.	i	i	i	i
aSyn rescue	-1%	-1%	6%	.	-2%	3%	-9%	-1%
PTHR1 ag	-60%[inhibitor]	-24%	i	i	-57%[inhibitor]	-21%	i	-3%
Abeta yeast res	6%	6%	16%	-9%	-4%	-1%	2%	?
TDP-43 yeast inh	4%	7%	18%	0%	5%	5%	-3%	?
FUS suppressor	-19%	17%	-5%	?	8%	-4%	11%	-12%
MmCpn inh	.	-6%	-6%	.	-1%	-1%	-3%	2%
GLP1R inv ag	4%	?	4%	?	?	?	0%	?
GLP1R cytotox	3%	-2%[1.53 µM]	-2%	7%	0%	-3%	-14%	?

[25] Cc1ccc(-c2cnc(-c3ccccc3C(=O)O)o2)cc1
[26] CCOc1cc2c(cc1OCC)C(CC(=O)O)N(C(=O)Nc1ccccc1C(F)(F)F)CC2 (configuration not stated)
[27] Cc1ccc(-c2csc(NCCn3c(C)nc4cc(C(F)(F)F)ccc43)n2)cc1
[28] COc1ccc(NC(=O)c2ccc3c(c2)CCN3S(C)(=O)=O)cc1
[29] O=C(OCC(=O)N1CCCC1=O)c1cc2ccccc2o1
[30] CN(C)c1ccc(/C=[N+](\[O-])C2SC(=S)N(C)C2(C)C)cc1 (configuration not stated)
[31] O=C(N=C1SC2CS(=O)(=O)CC2N1c1ccccc1F)C1CCCCC1 (configuration not stated)
[32] Cc1c(C)n(Cc2ccccc2)c2ccc(C(=O)OCCCN(C)C)cc12
Assay by compound	25	26	27	28	29	30	31	32
pAkt inh	i	.	i	i	i	i	i	i
aSyn rescue	15%	.	2%	-3%	13%	-10%	-1%	-3%
PTHR1 ag	-20%	i	i	-15%	-13%	i	i	i
Abeta yeast res	-7%	-20%	6%	1%	1%	1%	12%	4%
TDP-43 yeast inh	-34%[inhibitor]	6%	26%	5%	-22%	-7%	4%	-5%
FUS suppressor	6%	-3%	29%	-2%	-3%	28%	20%	25%
MmCpn inh	-2%	.	-1%	.	1%	-1%	3%	3%
GLP1R inv ag	7%	7%	2%	14%	2%	-12%	1%	?
GLP1R cytotox	5%	7%	7%	-7%	-1%	-22%	-13%	?

[33] CC1CCN(C(=O)CN2C(=O)C(=O)N(C(C)C)C2=O)c2ccccc2S1 (configuration not stated)
[34] O=C(NCc1c(Cl)cccc1Oc1ccccc1)c1ccccc1
[35] O=C(CSc1nnc(COc2ccccc2)o1)N1CCCCC1
[36] CC(=O)Nc1cccc(-c2csc(NCc3ccco3)n2)c1
[37] CC(=O)NC/C(C)=N\Nc1ccc([N+](=O)[O-])cc1
[38] CCOc1ccc(/C=N/Nc2cc(N3CCOCC3)nc(C)n2)c(O)c1
[39] COC(=O)C1CCN(c2cc(=O)n(-c3ccc(OC)cc3)c(=O)[nH]2)CC1
[40] CCC1=Nc2cc(C(=O)N3CCCCC3)ccc2Sc2ccc(C)cc21
Assay by compound	33	34	35	36	37	38	39	40
pAkt inh	i	i	i	i	i	i	i	i
aSyn rescue	6%	-1%	0%	4%	-2%	2%	0%	12%
PTHR1 ag	-19%	-10%	-3%	-26%	-13%	-62%[inhibitor]	-23%	-13%
Abeta yeast res	12%	14%	3%	-5%	-18%	-17%	5%	-26%
TDP-43 yeast inh	10%	5%	-5%	-6%	-19%[0.397 µM]	12%	0%	15%
FUS suppressor	-6%	-15%	-2%	38%	21%	6%	-8%	41%
MmCpn inh	2%	-6%	0%	-15%	3%	-1%	-1%	-3%
GLP1R inv ag	-3%	-19%	2%	1%	?	-14%	8%	?
GLP1R cytotox	1%	12%	-6%	-8%	?	2%	-6%	?

[41] Cc1noc(C)c1COC(=O)C1CCN(S(=O)(=O)c2c(Cl)cccc2Cl)CC1
[42] O=[N+]([O-])c1ccc(CSc2ncnc3ccccc23)cc1
[43] NNc1ncnc2sc3c(c12)CCC3
[44] O=C(NC1CC1)c1ccc(-c2nc3ccccc3s2)s1
[45] CCCCOc1ccc(NC(=O)C2CC=CCC2C(=O)O)cc1 (configuration not stated)
[46] CC(CCc1ccccc1)NC(=O)CSc1nnnn1C (configuration not stated)
Assay by compound	41	42	43	44	45	46
pAkt inh	i	i	i	i	i	i
aSyn rescue	2%	-3%	-1%	-12%	0%	0%
PTHR1 ag	-20%	i	i	-56%[inhibitor]	-11%[57.5 µM]	-23%
Abeta yeast res	-13%	6%	-11%	-26%	2%	-8%
TDP-43 yeast inh	15%	23%[9.22 µM]	8%	-10%	-6%	-12%
FUS suppressor	13%	17%	9%	.	-6%	5%
MmCpn inh	3%	-1%	-2%	-3%	-3%	-1%
GLP1R inv ag	11%	-21%	5%	181%[activator]	7%	-2%
GLP1R cytotox	3%	12%	?	17%	3%	4%

# Limited to TDP-43 yeast inh (three entries from above):
no.	canonical_smiles	TDP-43 yeast inh
41	Cc1noc(C)c1COC(=O)C1CCN(S(=O)(=O)c2c(Cl)cccc2Cl)CC1	15%
42	O=[N+]([O-])c1ccc(CSc2ncnc3ccccc23)cc1	23%[9.22 µM]
46	CC(CCc1ccccc1)NC(=O)CSc1nnnn1C (configuration not stated)	-12%
